High-throughput results as filed in PubChem.
JMJD2E inh – qHTS Assay for Inhibitors of Human Jumonji Domain Containing 2E (JMJD2E); Potency, µM (series often up to 57.1 µM), without a hit: at the highest dose activity change, negative = inhibition, usual class: inhibitors; 230,000 tested, 1.6% active; AID 2147, 2009; JMJD2E catalytic domain, FDH-coupled NADH fluorescence (FDH is formaldehyde dehydrogenase); Lysine-specific demethylase 4E (Homo sapiens), B2RXH2; active = well fitted inhibition curve with a large enough effect, not every such curve was filed as active; inconclusive = small, poorly fitted or top-dose-only effect, or another doubt; inactive = no such curve, though single readings can be large or run the other way;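 also: 0% = wells with enzyme and -100% = buffer wells without enzyme; nearly all actives have a fitted effect of over 50% in size; many of its hits are not listed in these tables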
Target sequence (B2RXH2 1-337 limits assumed): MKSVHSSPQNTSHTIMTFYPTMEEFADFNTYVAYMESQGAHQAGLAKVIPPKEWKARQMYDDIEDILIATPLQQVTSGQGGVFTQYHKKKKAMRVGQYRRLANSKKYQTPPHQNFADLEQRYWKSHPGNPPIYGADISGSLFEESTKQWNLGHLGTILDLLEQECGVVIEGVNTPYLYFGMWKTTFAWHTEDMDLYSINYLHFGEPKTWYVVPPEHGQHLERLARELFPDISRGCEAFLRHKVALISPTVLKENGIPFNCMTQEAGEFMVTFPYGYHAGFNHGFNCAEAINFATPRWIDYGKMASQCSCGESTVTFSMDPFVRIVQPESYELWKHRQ
Tau fibril FP – qHTS for Inhibitors of Tau Fibril Formation, Fluorescence Polarization; K18 P301L tau heparin fibrillization, Alexa594 FP, 6 h; Potency, µM (highest dose often 57.7 µM), for the others: at the highest dose activity, negative = inhibition, actives largely listed as inhibitors; 280,000 tested, 0.39% active; AID 1468, 2008; also: % is scaled to controls: 0 for no effect and ±100 for the full control effect; nearly all actives have a fitted effect of over 55% in size
Target sequence (P10636 561-689 P618L limits assumed): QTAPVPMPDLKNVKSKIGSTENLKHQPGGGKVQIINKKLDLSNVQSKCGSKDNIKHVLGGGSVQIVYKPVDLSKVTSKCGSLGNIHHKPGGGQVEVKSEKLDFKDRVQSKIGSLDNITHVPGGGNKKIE
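Human tau K18 […] P301L fragment, 15 uM unlabeled plus 0.24 uM Alexa 594-labeled tau (final), with compound and 20 uM heparin in 100 mM sodium acetate pH 7; 6 hr at 37 C, then Alexa 594 FP read.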
HTT ATP protect – qHTS Multiplex Assay to Identify Dual Action Probes in a Cell Model of Huntington: Cytoprotection (ATP); PC12 HTT-Q103 induced, cytoprotection, ATP luminescence, 40 h; Potency, µM (titrated, usually from 56.4 µM), for inactives: cytoprotection (ATP increase), actives largely listed as activators; 230,000 tested, 0.14% active;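 also: % of control where 0% means no effect; nearly all actives have a fitted effect of over 45% in size; toxic huntingtin expression switched on by the ecdysone agonist tebufenozide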
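ATP quantification (ATPlite) reports survival of PC12 cells in which tebufenozide, 100 nM final, switches on Htt exon 1 with 103 glutamines linked to GFP; compounds are titrated.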
Tau fibril ThT – qHTS for Inhibitors of Tau Fibril Formation, Thioflavin T Binding. Microtubule-associated protein tau (Homo sapiens), P10636. recombinant tau K18 P301L, heparin-induced fibrillization, ThT fluorescence. Potency, µM (titrated, usually from 57.4 µM), without a hit: at the highest dose activity, negative = inhibition, hits mostly inhibitors. 270,000 tested, 2.1% active; also: % is scaled to controls: 0 for no effect and ±100 for the full control effect; nearly all actives have a fitted effect of over 55% in size
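Heparin-induced fibrillization of the P301L-mutant K18 repeat-domain fragment of human tau was followed by ThT binding in quantitative high-throughput format.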
Tau fluor counter – Counterscreen qHTS for Inhibitors of Tau Fibril Formation, Fluorescence Polarization; tau K18 P301L Alexa594 fluorescence, heparin fibrillization; Potency, µM (titrated, usually from 57.7 µM), for the others: top-dose activity change, negative = decrease; 280,000 tested, 0.93% active; AID 1463, 2008; also: % is scaled to controls: 0 for no effect and ±100 for the full control effect; nearly all actives have a fitted effect of over 55% in size
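Human tau K18 P301L (15 uM unlabeled, 0.24 uM Alexa 594-labeled) in 100 mM sodium acetate pH 7 with 20 uM heparin, 6 hr at 37 C. ThT 30 uM added, 1 hr ambient; Alexa 594 FP and total fluorescence read at 555/632 nm.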
HTT aggregate – qHTS Multiplex Assay to Identify Dual Action Probes in a Cell Model of Huntington: Aggregate Formation (GFP). PC12 HttQ103-GFP aggregates, Acumen cytometry, 40 h. Potency, µM (doses to about 46.1 µM), without a hit: top-dose activity change, negative = inhibition, actives largely listed as inhibitors. 220,000 tested, 1.1% active. AID 1688, 2009; also: % is scaled to controls: 0 for no effect and ±100 for the full control effect; nearly all actives have a fitted effect of over 60% in size
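Huntingtin Q103 exon 1–GFP aggregates in induced PC12 cells (100 nM tebufenozide) were quantified by cytometry from lysates, with compounds dosed in titration.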
ALDH1A1 block – qHTS Assay for Inhibitors of Aldehyde Dehydrogenase 1 (ALDH1A1) | Aldehyde dehydrogenase 1A1 (Homo sapiens), P00352 | Purified ALDH1A1, NADH fluorescence, propionaldehyde substrate | Potency, µM (doses to about 75.3 µM), without a hit: at the top dose activity, negative = inhibition, most hits filed as inhibitors | 220,000 tested, 7.3% active; active = well fitted inhibition curve with a large enough effect, not every such curve was filed as active; inconclusive = small, poorly fitted or top-dose-only effect, or another doubt; inactive = no such curve, though single readings can be large or run the other way;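 also: plate controls were no enzyme wells and a reference inhibitor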
Target sequence (P00352 whole entry, looked up): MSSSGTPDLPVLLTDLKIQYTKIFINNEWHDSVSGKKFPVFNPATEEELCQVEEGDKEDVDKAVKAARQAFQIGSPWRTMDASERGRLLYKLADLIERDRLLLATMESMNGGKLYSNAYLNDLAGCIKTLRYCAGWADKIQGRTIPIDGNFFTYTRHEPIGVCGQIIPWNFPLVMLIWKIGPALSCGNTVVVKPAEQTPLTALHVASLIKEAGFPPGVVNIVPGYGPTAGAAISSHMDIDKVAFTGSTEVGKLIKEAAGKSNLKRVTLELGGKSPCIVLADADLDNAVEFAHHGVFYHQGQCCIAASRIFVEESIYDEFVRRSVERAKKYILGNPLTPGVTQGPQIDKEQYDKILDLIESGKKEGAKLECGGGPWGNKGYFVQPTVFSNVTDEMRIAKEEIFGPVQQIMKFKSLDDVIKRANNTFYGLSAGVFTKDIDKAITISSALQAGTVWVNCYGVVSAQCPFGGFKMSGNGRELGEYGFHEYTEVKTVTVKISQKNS
SMN2 splice up – qHTS Assay for Enhancers of SMN2 Splice Variant Expression | 210,000 tested, 2.8% active | Potency, µM (titrated, usually from 46.1 µM), for the others: at the top dose activity change, positive = activation, actives largely listed as activators | HEK293 SMN2-luciferase splicing reporter, luminescence, 30-36 h | AID 1458, 2008; also: % of control where 0% means no effect; nearly all actives have a fitted effect of over 55% in size
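HEK293 cells carry an SMN2 […]–luciferase reporter in which exon 7 inclusion puts luciferase in frame. Cells were plated 10-12 h before compound addition, then incubated 30-36 h at 37C. ONE-Glo luminescence was read; sodium butyrate at 4.5 mM final served as control.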
* hit, by the source's call; ? = inconclusive; · = not tested or not shown; & = joins results of further samples; [ ] = dose if it differs, or a comment. Unless noted, calls follow the shape of the dose curve; as a rule, active = well fitted curve in the direction sought with a large enough effect; inconclusive = small, poorly fitted or top-dose-only effect, or another doubt; inactive = no such curve, though single readings can be large; an effect the other way counts as inactive or inconclusive. Potency is read from the fitted curve at half-maximal effect. Not all compounds are listed (hit frequency here may not be typical).

SMILES	JMJD2E inh	Tau fibril FP	HTT ATP protect	Tau fibril ThT	Tau fluor counter	HTT aggregate	ALDH1A1 block	SMN2 splice up
COC(=O)NC(NS(=O)(=O)c1ccccc1)(C(=O)OC)C(F)(F)F (stereo unspecified)	6%	-5%	8%[10 µM]	-7%	-9%	21%[9.22 µM]	-3%	·
COc1ccc(CC2(CO)CCN(CC3=Cc4cc(Cl)ccc4OC3)CC2)cc1	-7%	-11%[2.34 µM]	-9%[10 µM]	6%	7%	10%[9.22 µM]	16%	·
O=C1CNC(=O)/C1=C/c1ccc(O)cc1	?	-2%	7%	-15%	-1%	10%	32µM*	-1%
Cc1ccc(C(=O)NCCN2C3=NC[C@H](C(C)C)N3C[C@H]2Cc2ccc(O)cc2)cc1Br	-8%	8%	-11%[10 µM]	-5%	-7%	17%[9.22 µM]	-6%	·
CC(C)NC(=O)CSc1nnc(-c2ccncc2)n1-c1ccccc1	-9%	7%	8%	?	-18%	6%	-1%	22%
O=C1OC2CC3CC1CC(O)(C3)C2 (stereo unspecified)	1%	-1%	-14%	0%	-1%	-15%	-1%	4%
CCc1c(C)c(C#N)c2nc3ccccc3n2c1N(C)C	-10%	2%	-20%[10 µM]	-2%	5%	10%	6%	-16%
CC(C)(C)C(=O)N1CCN(c2ccc(Cl)cc2[N+](=O)[O-])CC1	4%	7%	5%[10 µM]	-13%	10%	11%	-3%	-1%
Nc1cc(S(=O)(=O)N2CCCCC2)ccc1Oc1ccc(Cl)cc1	-28%	4%	-8%	-4%	-22%	?	7%	-62%[inhibitor]
Cc1nc2cc(NCc3nc4ccccc4n3Cc3ccccc3)ccc2n1C	?	-4%	-98%[inhibitor]	?	-23%	?	?	1%
COC(=O)c1cscc1NC(C)=O	5%	-3%	7%	4%	1%	7%	1%	12%
O=C(N/N=C/c1ccccc1C(=O)O)c1ccc(COc2cccc3cccnc23)cc1	-5%	0%	·	?	4%	-25%	?	14%
COc1ccc(NC(=O)c2ccc(COc3ccccc3Br)o2)cc1OC	-5%	11%	-56%[inhibitor]	?	?	?	-7%	-25%
O=C(Nc1ccc2cn[nH]c2c1)c1ccc(Cl)c(S(=O)(=O)N2CCOCC2)c1	?	-2%	1%[10 µM]	4%	-18%	25%	5%	2%
C[C@H](N)c1nnc(SCC(=O)N(C)C)o1	-5%	-6%	0%[10 µM]	-13%	-5%	5%	-15%	-1%
Cc1cccc(Oc2ccccc2NC(=O)c2cnccn2)c1	-3%	-2%	-5%	-8%	-14%	6%	11µM*	-8%
Cc1ccc(S(=O)(=O)N2CC=C(C(=O)NCc3ccccc3)CC2)cc1	5%	-16%	·	-8%	-14%	1%	3%	-18%
O=C(O)c1ccc(S(=O)(=O)c2ccc3c(c2)C(=O)N(Cc2ccco2)C3=O)cc1	3%	3%	-4%[0.074 µM]	3%	7%	7%	?	-16%
CCN1CN(Cc2ccco2)CNC1=S	8%	-2%	·	-3%	1%	3%	-7%	3%
C/C(CC(=O)Nc1ccc(Cl)cc1C(F)(F)F)=N\NC(=O)c1cccs1	-1%	-1%	24%[10 µM]	·	-6%	-23%[9.22 µM]	·	·
CCOC(=O)N1CCC(NC(=O)c2cc(S(=O)(=O)N3CCC4(CC3)OCCO4)ccc2F)CC1	?	-5%	-8%	-13%	-11%	-5%	11%	·
Cc1ccc(NC(=O)c2cc(C)nn2-c2ccccc2)cc1	5%	-1%&-4%	-26%	-3%&-12%	-25%&-16%	-13%	-2%	2%&8%
Cc1oc(-c2cc(F)cc(F)c2)nc1CN1CCSCC1	?	1%	·	-5%	0%	·	5%	-6%
Cc1cc(C)cc(Oc2nc3c(c(=O)n(C)c(=O)n3C)n2Cc2ccc(F)cc2)c1	·	-3%	·	-15%	-8%	·	·	-10%

Pulled by structure from above:
SMILES	JMJD2E inh	Tau fibril FP	HTT ATP protect	Tau fibril ThT	Tau fluor counter	HTT aggregate	ALDH1A1 block	SMN2 splice up
Cc1cccc(Oc2ccccc2NC(=O)c2cnccn2)c1	-3%	-2%	-5%	-8%	-14%	6%	11µM*	-8%
C/C(CC(=O)Nc1ccc(Cl)cc1C(F)(F)F)=N\NC(=O)c1cccs1	-1%	-1%	24%[10 µM]	·	-6%	-23%[9.22 µM]	·	·
Cc1oc(-c2cc(F)cc(F)c2)nc1CN1CCSCC1	?	1%	·	-5%	0%	·	5%	-6%

Additional entries follow:
SMILES	JMJD2E inh	Tau fibril FP	HTT ATP protect	Tau fibril ThT	Tau fluor counter	HTT aggregate	ALDH1A1 block	SMN2 splice up
C[n+]1cccc(/C=N/NC(=O)CC23CC4CC(CC(C4)C2)C3)c1	6%	2%	-11%[10 µM]	·	-4%	-25%[9.22 µM]	·	·
Cc1ccc2cc3c(N)c(C(=O)N4CC(=O)Nc5ccccc54)sc3nc2c1	?	-2%	-108%[inhibitor]	?	-28%	6%	-20%	2%
Cc1ccc(C2CC(=O)C(C=NCCN3CCN(C(=S)Nc4ccc(F)cc4)CC3)=C(O)C2)cc1 (stereo unspecified)	-2%	-5%	?	-16%	-21%	-2%	-13%	-4%
O=C(CSC1CCCCC1)Nc1ccccc1Br	6%	4%	?	-7%	-1%	0%	1%	3%
c1ccc2c(c1)CCOC2CNCCCN1CCCCC1 (stereo unspecified)	3%	2%	18%[10 µM]	-9%	-8%	-1%	2%	-1%
C=CCn1c(SCc2ccc3c(c2)OCO3)nc2scc(-c3ccco3)c2c1=O	-9%	-7%	-14%	-8%	-15%	8%	?	-5%
CC1=CC2C(CC1=O)C(C)=CCC2C(C)C (stereo unspecified)	0%	-9%	·	-5%	-7%	·	-11%	5%
O=C(NCCOC(=O)c1cccs1)c1cccnc1	-3%	-3%	-19%[10 µM]	0%	0%	-2%	?	-5%
CCOc1ccc(S(=O)(=O)Nc2ccc(C(=O)NN)cc2)cc1	10%	?	28%[10 µM]	5%	-15%	17%[9.22 µM]	·	·
Cc1ccc(CCNC(=O)Cn2cccc2)cc1	-5%	1%	17%[10 µM]	2%	5%	3%	-10%	9%
C/C=C/C=C/C(=O)N1CC[C@]23c4ccccc4N[C@H]4N(C)c5cccc6c5[C@]42CCN([C@H]6C2OC2(C)C)[C@H]13 (stereo partly specified)	-4%	-7%	-7%[10 µM]	-11%	-8%	8%[9.22 µM]	·	·
O=C(Nc1ccc2c(c1)oc1ccccc12)c1ccc2c(c1)OCO2	148%	-7%	-4%	?	-13%	?	?	11%
O=C(c1cnn2c(C(F)(F)F)cc(-c3ccccc3)nc12)N1CCCCC1c1cccnc1 (stereo unspecified)	?	-1%	-37%[inhibitor][1.9 µM]	-8%	1%	30%[9.22 µM]	?	-25%
COc1ccc(N2CCN(C(CNC(=O)C(=O)NCc3cccs3)c3ccco3)CC2)cc1 (stereo unspecified)	-25%	?	-17%[10 µM]	?	-24%	-6%	?	-29%
COc1ccc(C(=O)Nc2ccc(-c3cc4ccccc4oc3=O)c(C)c2)cc1OC	·	?	·	-8%	-25%	·	·	-6%
CCOC(=O)N1CCC(NC(=O)c2ccc3c(c2)N(Cc2ccc(F)cc2)CCS3)CC1	?	-2%	17%[10 µM]	?	-22%	?	?	-46%[inhibitor]
C/C(=N\NC(=O)CSc1nc(C)cc(C)n1)c1ccc2c(c1)OCCO2	1%	-1%	-18%	?	-7%	-13%	2%	3%
CCc1ccc2oc(C(=O)N(Cc3cccc(Cl)c3)Cc3ccco3)c(C)c2c1	·	-1%	·	-15%	-17%	·	·	-11%
OCC1(Cc2cccc(C(F)(F)F)c2)CCN(Cc2cc(F)cc(F)c2)CC1	-3%	-1%	-28%	2%	-10%	-6%	14%	·
COc1ccc2cc(CN(Cc3ccco3)C(=S)NCC3CCCO3)c(=O)[nH]c2c1 (stereo unspecified)	?	-4%	-3%[10 µM]	3%	1%	-1%[9.22 µM]	?	-4%
Oc1ccccc1C=NCC(O)c1ccccc1 (stereo unspecified)	-14%	0%	·	-2%	7%	6%	15%	5%
COC(=O)c1nn(C23CC4CC(CC(C4)C2)C3)c2c1C(=O)N(c1ccc(F)cc1)C2=O	2%	-1%	-12%	-4%	0%	1%	6%	15%
COc1ccc(CC(=O)Nc2ccccc2C(=O)N2CCOCC2)cc1	5%	-9%	9%[10 µM]	1%	2%	5%	-7%	16%
COc1cccc(-c2nc(CS(=O)(=O)CC(=O)NC3CCCc4ccccc43)c(C)o2)c1 (stereo unspecified)	?	3%	-50%[inhibitor]	?	-25%	?	?	-17%
CCC(=O)N1CCN(c2ccccc2NC(=O)COc2ccccc2Cl)CC1	9%	3%	7%	-14%	-2%	-27%	?	-17%
COc1ccc(NC(=O)[C@H](Cc2ccccc2)N2Cc3ccccc3C2=O)cc1OC	·	-8%	·	-4%	-15%	·	·	6%
Fc1cccc(F)c1CN1CCN(c2ncccn2)CC1	5%	0%	-5%	-1%	3%	-9%	-1%	9%
Cc1ccc(Nc2nc(C(=O)NCc3ccco3)cs2)cc1	-8%	?	-4%	?	?	-29%	5%	-15%
Oc1ccc(N2CCN(C(=S)NCc3ccccc3)CC2)cc1	-11%	-2%	-34%	?	-22%	6%[9.22 µM]	20µM*	-27%
Cn1ccnc1/C(=N\NC(=O)c1ccccc1)c1cccc([N+](=O)[O-])c1	-5%	1%	-7%	-4%	-4%	-8%	?	-31%[inhibitor]
COc1cc2c(=O)n(-c3ccc(C)cc3)c(=O)n(CC(=O)c3ccc4c(c3)OCO4)c2cc1OC	-2%	-5%	15%	-7%	-15%	?	-9%	?
N#CC1=C(N)N2C(=C(C#N)C1c1ccccc1)Sc1ccccc12 (stereo unspecified)	-12%	-3%	-14%	-14%	-5%	-7%	?	?
